A549 tox = Nrf2 qHTS screen for inhibitors: counterscreen for cytotoxicity; A549 ARE-Fluc cells, CellTiter-Fluor viability, 18-24 h; Potency, µM (doses to about 46 µM), inactives show at the top dose activity change, negative = cytotoxicity, hits mostly inhibitors; 0.16% of 390,000 active; AID 504648, 2011; further: potency means the concentration at half of the fitted maximal effect; on the % scale 0 is the no-effect control and ±100 the full control effect
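Cytotoxicity counterscreen: CellTiter-Fluor fluorescence was measured in A549 ARE_Fluc cells after 18-24 h of compound exposure in a concentration series. The subsequent BugLite luminescent read reports ARE-luciferase activity.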
Abeta rescue = qHTS for compounds that reverse cellular toxicity of Amyloid beta (A-beta) peptide in yeast: Primary Screen; yeast expressing A-beta42, growth rescue, OD600, 48 h; response scale: 0% DMSO, 100% iron-clioquinol control; Potency, µM (highest dose often 46.1 µM), for the others: at the highest dose growth rescue, hits mostly activators; 0.063% of 410,000 active; further: potency means the concentration at half of the fitted maximal effect; nearly all actives have a fitted effect of over 55% in size
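Yeast growth medium received pinned compounds, then yeast cells expressing toxic A-beta were added; plates incubated at 30 C for 48 hr. Growth read as absorbance at 600 nm, normalized to DMSO and equimolar FeCl3 plus clioquinol controls.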
Mm-Cpn inhibitor = Inhibitors of TCP-1 ring complex (TRiC) of Methanococcus maripaludis (MmCpn): qHTS; AID 504842, 2011; 0.031% of 330,000 active; purified Mm-Cpn ATPase, ADP Transcreener TR-FRET; Potency, µM (titrated, usually from 76.9 µM), inactives show at the highest dose activity, negative = inhibition, usual class: inhibitors; Chaperonin Mm-Cpn (Methanococcus maripaludis); further: potency means the concentration at half of the fitted maximal effect; on the % scale 0 is the no-effect control and ±100 the full control effect; nearly all actives have a fitted effect of over 80% in size
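Inhibition of chaperonin ATP hydrolysis is measured as reduced ADP production, detected by competitive TR-FRET in which signal falls with ADP. Final enzyme 25 nM and ATP 10 uM, reacted 30 min at 37°C.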
HepG2 viability = qHTS for Inhibitors of TGF-b: Cytotox Counterscreen | HepG2 CAGA-GFP viability, ATP luminescence, 18 h | Potency, µM (highest dose often 46.1 µM), inactives show at the highest dose activity change, negative = cytotoxicity, actives largely listed as cytotoxic | 0.76% of 410,000 active | AID 588856, 2011; further: potency means the concentration at half of the fitted maximal effect; some results filed as inactive show a strong effect at the top dose
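CellTiter-Glo luminescence gave cytotoxicity after 18 hours at 37 degrees C. The cells were HepG2 CAGA-GFP in 1% FBS DMEM, stimulated with 500 pg/mL TGF-beta after compound addition. %Activity was normalised to no-cell wells (complete cell-killing) and DMSO (no toxicity), and curves were fitted and classified.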
CCT modulator = High-Throughput Screening for Modulators of Cytosolic Chaperonin Activity. purified chaperonin ATPase assay, HTRF ADP detection, 30 min. activity change, % (no concentration beside the values), hits read low. 0.3% of 360,000 active. AID 651819, 2012; in the data active means activity change below about -30%; further: on the % scale 0 is the no-effect control and ±100 the full control effect
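Nucleotide hydrolysis assay: TRiC at 20–40 nM final (set by batch activity) with 10 uM ATP, 30 min at 37 °C, in presence of 76 uM compound. Detection by competitive ADP HTRF, 30 min ambient.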
Nrf2 block = Nrf2 qHTS screen for inhibitors; Potency, µM (top dose mostly 46 µM), inactives show at the top dose activity change, negative = inhibition, actives largely listed as inhibitors; 2.1% of 360,000 active; A549 ARE-Fluc reporter, luciferase luminescence, 18-24 h; further: potency means the concentration at half of the fitted maximal effect; on the % scale 0 is the no-effect control and ±100 the full control effect; nearly all actives have a fitted effect of over 60% in size
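A549 ARE_Fluc cells, 5000/well, 5% FBS OPTI-MEM; compounds in dose-response, 18-24 h at 37 °C/5% CO2; CellTiter-Fluor viability read (Ex 405/Em 525), then BugLite luciferase luminescence = Nrf2 activity.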
TGFb SMAD3 inh = qHTS for Inhibitors of TGF-b; HepG2 CAGA-GFP TGF-b/SMAD3 reporter, GFP fluorescence, 18 h; TGF-beta stimulated, 500 pg/mL final; Potency, µM (series often up to 46.1 µM), without a hit: top-dose activity, negative = inhibition, hits mostly inhibitors; 1.2% of 410,000 active; AID 588855, 2011; further: potency means the concentration at half of the fitted maximal effect; on the % scale 0 is the no-effect control and ±100 the full control effect; nearly all actives have a fitted effect of over 65% in size
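HEPG2 CAGA-GFP, 1000 cells/well; 2 h settle, 37 C; cpd via pin tool; TGF-b 500 pg/mL final; 18 h, 37 C; GFP imaging ex488/em500-530; %Activity normalised to -TGF-b and +DMSO controls; CRC fit, curve class.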
pAkt inh = HTS Assay for Inhibitors of Akt Phophorylation: Primary Screen; Neuro2A IGF-stimulated pAkt S473 HTRF, 20 min; hits give low values; activity change, % for hits at 50 µM; 0.32% of 360,000 active; AID 651550, 2012; in the data active means activity change below about -80%; inconclusive means mostly about -51% to -80%; further: on the % scale 0 is the no-effect control and ±100 the full control effect
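Single-point screen (50 µM final compound) in Neuro2A cells stimulated 20 min with 6 nM IGF at 37 deg C. After lysis, Ser473-phosphorylated Akt read by HTRF (ex 330 nm, em 615/665 nm) as the 665/615 ratio.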
Nrf2 activator = qHTS of Nrf2 Activators; AREc32 ARE-luciferase reporter (MCF7-derived line), luminescence, 24 h; Potency, µM (top dose mostly 46.1 µM), for the others: top-dose activation, hits mostly activators; 0.31% of 410,000 active; further: potency means the concentration at half of the fitted maximal effect; % of control where 0% means no effect; nearly all actives have a fitted effect of over 65% in size
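Cells of the AREc32 ARE-luciferase line are plated in OPTI-MEM containing 5% FBS and left overnight at 37 deg C. Compounds are pinned in, incubation continues 24 hr, and firefly luciferase signal is then measured.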
Numbers without * were called inactive; i = inactive; ? = inconclusive; / = no result given; & = joins results of further samples; [ ] = remark or other dose. Unless noted, the call rests on the fitted dose curve; in most records, active means well fitted curve in the direction sought with a large enough effect; inconclusive means small, poorly fitted or top-dose-only effect, or another doubt; inactive means no such curve, though single readings can be large; an effect the other way counts as inactive or inconclusive.

SMILES	A549 tox	Abeta rescue	Mm-Cpn inhibitor	HepG2 viability	CCT modulator	Nrf2 block	TGFb SMAD3 inh	pAkt inh	Nrf2 activator
CC1=CC2=NC(=O)/C(=C\c3cccn3CCOc3cc(C)ccc3C)C(=N)N2O1	-16%	9%	0%	3%	-1.4	-28%	?	i	-1.1%
O=C(Cc1ccc(Br)cc1)N/N=C/c1ccc(-c2cccc(C(=O)O)c2)o1	1%	3%	1%	-16%	-0.9	2%	-16%	i	6.0%
COC(=O)c1ccc2c(=O)n(CCO)c(=S)[nH]c2c1	-7%[1.84 µM]	5%	0%	-1%	0.6	-1%	-5%	i	3.9%
Cc1cc(C(F)(F)F)nn1CC(=O)NNC(=S)NCC(C)C	2%	-1%	1%	-1%	-2.2	7%	12%	i	-0.3%
CCCOc1ccc(C(=O)N(Cc2ccccc2Cl)C2CCS(=O)(=O)C2)cc1 (stereo not given)	-7%	6%	/	-15%	/	-16%	1%	/	1.3%
O=[N+]([O-])c1ccc(CN2CC(N3CCCC3)CS2(=O)=O)cc1 (stereo not given)	/	1%	/	9%	0.7	/	8%	i	-1.0%
Cc1[nH]c2ccccc2c1Cc1nnc(SCCC#N)o1	2%	-3%	-1%	-26%	-3.6	-9%	5%	i	0.7%
COC(=O)C(Cc1ccc(O)cc1)NC(=O)C1CCN(S(=O)(=O)c2ccc(C)cc2)CC1 (stereo not given)	2%	-2%	-1%	-1%	2.2	5%	8%	i	-1.1%
CCCCNS(=O)(=O)c1ccc2c(c1)oc(=O)n2CC(=O)OCC	-4%	-11%	0%	3%	-0.5	8%	1%	i	0.1%
CCc1ccccc1OCC(=O)Nc1ccc(C)c(S(=O)(=O)N2CCCCCC2)c1	-13%	?	0%	-18%	0.1	26µM*	?	i	0.7%
CCc1ccc(C(=O)CSc2nc(-c3ccccc3)nc3c2CCCC3)cc1	-7%	-10%	/	-19%	/	14%	4%	/	0.0%
COc1ccc(S(=O)(=O)NCCCCCC(=O)NCCCN2CCOCC2)cc1	7%	-4%	2%	-38%	0.6	3%	?	i	0.4%

Continued; the last two above are carried over.
SMILES	A549 tox	Abeta rescue	Mm-Cpn inhibitor	HepG2 viability	CCT modulator	Nrf2 block	TGFb SMAD3 inh	pAkt inh	Nrf2 activator
CCc1ccc(C(=O)CSc2nc(-c3ccccc3)nc3c2CCCC3)cc1	-7%	-10%	/	-19%	/	14%	4%	/	0.0%
COc1ccc(S(=O)(=O)NCCCCCC(=O)NCCCN2CCOCC2)cc1	7%	-4%	2%	-38%	0.6	3%	?	i	0.4%
CCCCOCCCNC1=NCCCCC1	6%	-17%	-2%	0%	-0.2	-4%	-2%	i	-0.2%
O=C(NCCN1CCOCC1)c1ccccc1Cl	-3%	-15%	1%	-23%	-0.4	5%	3%	i	-0.2%
O=C(NCCC1=CCCCC1)C1CCCN(S(=O)(=O)c2cccc3cccnc23)C1 (stereo not given)	5%	10%	2%	-27%	-0.3	?	?	i	4.7%
CCOC(=O)C(Cc1ccccc1)NC(=O)Cn1nnc(-c2ccccc2)n1 (stereo not given)	-5%	23%	1%	-30%	-1.8	2%	0%	i	-0.4%
CC(C)(C)NC[C@@H](O)COc1cccc2c1CCCC2=O	0%	-11%	-1%	5%	0.5	-13%	3%	i	0.2%
CC1=CC(C)(C)N(C(=O)CSc2nnc(C)s2)c2ccc(C)cc21	-8%	0%	1%	-34%	-0.5	?	-25%	i	0.2%
COc1ccc(N=c2oc3cc(O)ccc3cc2C(=O)NCC2CCCO2)cc1 (stereo not given)	0%	8%	-3%	9%	-1.7	-4%	-15%	i	-0.2%
CCN(CC)S(=O)(=O)c1ccc(C(=O)Nc2ccc(C(F)(F)F)n(C)c2=O)cc1	0%	-4%	0%	-3%	-0.9	3%	-15%	i	-0.3%
COc1ccc(CNC(=O)[C@@H]2CC=C[C@@H]3CCN(C4CC4)C(=O)[C@@H]32)cc1	-4%	-2%	/	3%&-4%	-2.2	15%	-6%&-2%	i	-0.8%
OC(CN1CCN(c2ccccn2)CC1)Cn1c2ccc(Cl)cc2c2cc(Cl)ccc21 (stereo not given)	-8%	-80%[inhibitor]	-12%	-61%	-1.9	-11%	0%	i	0.3%
O=C(Cc1ccccc1)NC1(O)C(=O)c2ccccc2C1=O	16%	-17%	-2%	-5%	-6.7	-4%	0%	i	1.9%
COc1cccc(/C=C2/Sc3ccc(C(=O)NCCN4CCCC4)cc3NC2=O)c1	6%	-23%	-4%	14µM*	-4.2	-5%	?	/	-3.5%
O=C(NCC(c1ccco1)N1CCOCC1)c1cccc([N+](=O)[O-])c1 (stereo not given)	1%	11%	1%	6%	-3.6	7%	?	i	-0.6%
COc1ccccc1C(=O)NNC(=O)c1ccc(Br)o1	1%	-15%	-1%	4%	-1.7	?	-1%	i	24%
COc1ccc(N2CCN(C(=O)COC(=O)c3nc(Cl)ccc3Cl)CC2)cc1	/	-2%	/	-17%	0.3	/	-3%	i	0.1%
O=C(CSc1nc2ccccc2c2nc3ccccc3n12)NCc1ccco1	-9%	2%	-8%	-20%	-3.1	-4%	-18%	i	?
COc1ccc(NC(=O)c2cc(-c3cc(OC)c(OC)c(OC)c3)nc3ccccc23)c(OC)c1	1%	-4%	3%	-12%	-1.6	10%	-8%	i	-0.9%
CCCNC(=O)CCc1nnc2ccc(N3CCC(C)CC3)nn12	-1%	-6%	-2%	6%	-4.0	-2%	2%	i	9.7%
O=C([C@H](Cc1ccc(O)cc1)n1cc(CCO)nn1)N1CCNCC1	6%	-17%	/	-7%	-0.1	5%	-9%	i	-0.5%
O=S(=O)(NCc1ccc(Cl)cc1)c1ccc(-c2cnc(C3CC3)o2)cc1	-16%	-4%	/	-21%	/	/	?	/	-0.6%
c1ccc(Cn2ccnc2SCc2nnc(-c3ccccc3)o2)cc1	1%	10%	/	-20%	1.6	-13%	-12%	i	-0.5%
CCOC(=O)c1c(NC(=O)c2cccs2)sc(C(=O)N2CCOCC2)c1C	-10%	-7%	/	14%	-0.2	0%	5%	i	-0.8%
O=C(Nc1nc2ccccc2[nH]1)C1CCCC1	0%	?	-2%	-36%	-0.5	?	-21%	i	0.1%
CC(C)(C)SCCNC(=O)/C=C/c1cccc([N+](=O)[O-])c1	24%	10%	-1%	4%	-1.0	29%	5%	i	10µM*
O=C(C(Cl)c1ccccc1)N1CCCC1 (stereo not given)	-7%	-23%	-1%	-9%	-0.1	3%	-20%	i	?
O=C(CSc1nnnn1Cc1ccccc1)NCC(=O)c1ccccc1	4%	18%	-3%	-4%	-3.0	5%	2%	i	-0.9%
NC(=S)NNC(=O)[C@@H]1CCCC[C@@H]1C(=O)O	2%	-2%	0%	6%	0.4	3%	-11%	i	-0.6%
CN(Cc1nc2ccc(F)cc2[nH]1)Cc1c(C(=O)N(C)C)nc2ccc(Cl)cn12	-2%	13%	0%	-5%	-2.8	-6%	?	i	-0.4%
COc1cc(O)c(C(CCN2CCN(c3ccccc3)CC2)c2ccc(N(C)C)cc2)c(OC)c1 (stereo not given)	-7%&-19%	8%	0%	-18%&-3%	0.4	1%&21%	?	i	7.3%
CCOc1ccc(Cn2c(=O)oc3ccccc32)cc1	-1%&1%	10%&0%	1%	4%&-7%	0.6	9%&-12%	12%&0%	i	-0.2%&-1.2%
CCC(C)C(=O)Nc1ccc(S(=O)(=O)N2CCCC2)cc1 (stereo not given)	0%	-5%	1%	15%	1.1	-6%	20%	i	-0.7%
CCOc1ccc(NC(=O)CSc2nnc(C)n2CC)cc1	0%	16%	1%	12%	1.6	1%	?	i	7.5%
Cc1cc(C)cc(NC(=O)CN2C(=O)COc3ccc(S(=O)(=O)N4CCCC4)cc32)c1	0%	/	1%	-9%	1.8	-6%	-30%	i	-0.8%
COc1ccc(OC)c(NC(=O)CN2C(=O)C(=O)N(Cc3ccccc3)C2=O)c1	1%	12%	2%	0%	-3.7	10%	11%	i	-0.5%
OC1(c2cccs2)CN(c2ccc(Cl)cc2)C2=[N+]1CCCC2 (stereo not given)	-1%	-6%	2%	-22%	0.9	14%	?	i	8.9%
CC(C)c1ccc(/C=N/N2CCN(c3ccccn3)CC2)cc1	0%	12%	-1%	-18%	-6.7	28%	-1%	i	2.5%
COCCNC(=O)C(c1cccnc1)N(Cc1ccc(C)cc1)C(=O)Cn1nnc2ccccc21 (stereo not given)	-5%	7%	1%	3%	0.4	5%	4%	i	-0.1%
CCc1cccc(C)c1NC(=O)CCN1C(=O)NC(C)(C)C1=O	-1%	-7%	-3%	-12%	2.0	-6%	5%	i	-0.3%
O=C(N/N=C/c1ccc(OC(F)F)cc1OC(F)F)NC1CCCCC1	0%	-3%	-1%	-5%	-0.7	-25%	?	i	-2.6%
COc1ccc(Cn2nnnc2C(c2cc3cc(C)ccc3[nH]c2=O)N2CCN(C)CC2)cc1 (stereo not given)	6%	-23%	-1%	-43%	-3.1	-1%	11%	i	0.0%
